TEAD-YAP block = TEAD-YAP interaction inhibition; inhibition, % at 9.12 µM; HEK-TIYL cells, TEAD-Gal4/YAP UAS-luciferase luminescence; AID 1259422; actives 1.4% (n = 640,000); in the data active = inhibition above about 32%;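 note: 0% = median of test compound wells and 100% = reference inhibitor wells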
MITF primary = blocks human microphthalmia-associated transcription factor | inhibition, % at 2.6 µM | actives 0.91% (n = 650,000) | O75030 | AlphaScreen MITF homodimerization, bead proximity signal; in the data active = inhibition above about 50%;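 note: 0% = vehicle wells with protein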
Target sequence (O75030 whole entry, looked up): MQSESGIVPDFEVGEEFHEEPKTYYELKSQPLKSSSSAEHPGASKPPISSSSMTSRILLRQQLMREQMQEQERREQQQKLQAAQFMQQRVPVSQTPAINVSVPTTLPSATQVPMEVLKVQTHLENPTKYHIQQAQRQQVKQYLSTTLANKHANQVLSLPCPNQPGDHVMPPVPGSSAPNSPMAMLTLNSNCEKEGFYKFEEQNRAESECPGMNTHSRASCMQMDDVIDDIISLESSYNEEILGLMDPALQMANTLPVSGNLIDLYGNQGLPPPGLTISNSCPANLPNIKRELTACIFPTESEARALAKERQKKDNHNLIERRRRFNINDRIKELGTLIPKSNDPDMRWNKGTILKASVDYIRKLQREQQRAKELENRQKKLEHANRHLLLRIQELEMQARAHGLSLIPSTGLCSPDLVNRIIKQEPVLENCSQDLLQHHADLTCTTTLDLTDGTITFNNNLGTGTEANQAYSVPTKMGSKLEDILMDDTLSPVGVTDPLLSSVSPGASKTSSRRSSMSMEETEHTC
FBW7 act = activators of human E3 ligase FBW7; actives 0.13% (n = 650,000); AlphaScreen FBW7–phospho-cyclin E peptide binding, activator screen; AID 1259310; normalized activity (activation), % at 26.1 µM; in the data active = normalized activity above about 1.9%;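 note: purified mutant Fbw7 with reduced substrate affinity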
GPR151 ag = human GPR151 activation. Q8TDV0. actives 1% (n = 650,000). PathHunter beta-arrestin GPR151 cells, luminescence. activation, % at 11.2 µM; in the data active = activation above about 4.9%;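 note: 0% = median of compound wells and 100% = cells with positive control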
Target sequence (Q8TDV0 whole entry, looked up): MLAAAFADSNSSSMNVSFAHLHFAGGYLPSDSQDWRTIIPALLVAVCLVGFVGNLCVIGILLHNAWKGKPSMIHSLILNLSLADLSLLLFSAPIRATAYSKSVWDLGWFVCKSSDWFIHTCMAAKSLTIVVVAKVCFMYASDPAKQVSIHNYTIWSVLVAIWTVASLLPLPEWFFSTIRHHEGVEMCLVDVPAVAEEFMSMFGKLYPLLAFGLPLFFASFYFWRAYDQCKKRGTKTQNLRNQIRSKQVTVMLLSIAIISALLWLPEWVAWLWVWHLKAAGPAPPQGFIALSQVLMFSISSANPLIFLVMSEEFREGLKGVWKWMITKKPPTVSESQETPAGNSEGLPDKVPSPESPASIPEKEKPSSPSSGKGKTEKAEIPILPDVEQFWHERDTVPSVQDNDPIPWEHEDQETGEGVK
Starred values were filed as active, the others as inactive. Random draw from the library; any-hit rate near 3.4%.

SMILES	TEAD-YAP block	MITF primary	FBW7 act	GPR151 ag
COc1ccc2nc(Sc3cc(NCCO)c([N+](=O)[O-])c4nonc34)[nH]c2c1	-6	7	-0.2	0.0
CCN(CCNC(=O)CN1C(=O)CCSc2ccccc21)c1ccccc1	11	-3	-0.1	-2.6
OCCNc1nc(Nc2ccncn2)nc2c1ncn2Cc1ccc(C(F)(F)F)cc1	-12	17	3.1*	-0.9
O=C1CCC(CCNCc2cccc(F)c2)N1C1CCCCC1 (stereo not given)	11	1	0.0	0.1
COC(=O)c1sc(=S)n(-c2ccc(F)cc2F)c1N	16	11	0.1	-0.8
CCc1sc(C(C2C(=O)CC(C)(C)CC2=O)C2C(=O)CC(C)(C)CC2=O)cc1[N+](=O)[O-]	9	10	0.2	0.1
O=C(CC(=O)Nc1cccnc1Cl)Nc1ccc2nc3n(c(=O)c2c1)CCCCC3	-1	10	0.1	-0.9
C=CCn1c(SCC(=C)C)nc2sc3c(c2c1=O)CCC3	7	-10	0.0	0.5
Cc1ccc(NC(=O)C(=O)N/N=C/c2ccc([N+](=O)[O-])cc2)cc1C	-18	-18	0.1	15*
O=C(COC(=O)c1ccccc1Nc1ccccc1)c1ccc(Br)cc1	-5	5	-0.2	-0.7
COc1ccccc1NCC(O)Cn1ccc2ccccc21 (stereo not given)	-4	69*	-0.9	-1.0
O=C(NCC1CCCO1)c1ccc2c(=O)n(CCCN3CCCC3=O)c(=S)[nH]c2c1 (stereo not given)	8	23	0.0	-0.8
COc1ccc(C(=O)Oc2ccccc2/C=N/N=C2\NC(=O)C(CC(=O)O)S2)cc1 (stereo not given)	-3	6	-0.8	-1.3
O=C(O)CCCCCNS(=O)(=O)c1ccc(S(=O)(=O)N2CCCC2)cc1	3	10	0.0	1.7
CCC1CN(CCNC(=O)c2cscn2)Cc2cc(OC)ccc2O1 (stereo not given)	1	10	0.1	2.6
CC(NC(=O)CSc1nc2ccccc2o1)c1ccccc1 (stereo not given)	-6	-12	0.0	-1.8
COC(=O)COc1ccc(S(=O)(=O)Nc2ccc(OC)c(OC)c2)cc1Cl	4	7	-0.1	-0.3
CC(=O)NC1C(Oc2ccc(C)cc2)OC2COC(c3ccco3)OC2C1O (stereo not given)	-3	6	0.5	2.5
O=C1CCCN1CCn1cnc2c(NCCO)nc(N3CCN(c4ccccn4)CC3)nc21	-1	17	0.3	1.8
CCOc1ccc(-n2c(SCC(=O)c3ccc(C)cc3)nc3sc4c(c3c2=O)CCCC4)cc1	-1	7	0.0	2.1
CCOc1ccc(S(=O)(=O)NCc2ccc(C)cc2)c2cccnc12	-10	0	0.1	0.7
Cc1c(Cl)cccc1N1C(N)=C(C#N)C(c2ccc(Cl)cc2)C2=C1CC(C)(C)CC2=O (stereo not given)	1	-14	0.1	3.8
Cc1cc(NC(=O)CSc2nnc(CNC(=O)c3ccc(F)cc3)o2)no1	-5	24	-1.9	-0.1
N#Cc1nc2c(-c3nc4ccccc4s3)c(N)n(Cc3ccccc3)c2nc1C#N	9	13	0.0	-0.5
O=C(COc1ccc(N2CC(C(=O)O)CC2=O)cc1)Nc1cccc(C(F)(F)F)c1 (stereo not given)	8	15	-0.1	-0.8

Full records, quoted from the list:
Entry for COC(=O)c1sc(=S)n(-c2ccc(F)cc2F)c1N → TEAD-YAP block = 16; MITF primary = 11; FBW7 act = 0.1; GPR151 ag = -0.8
Entry for CC(=O)NC1C(Oc2ccc(C)cc2)OC2COC(c3ccco3)OC2C1O (stereo not given) → TEAD-YAP block = -3; MITF primary = 6; FBW7 act = 0.5; GPR151 ag = 2.5

Of the compounds above, 9 have a halogen:
SMILES	TEAD-YAP block	MITF primary	FBW7 act	GPR151 ag
OCCNc1nc(Nc2ccncn2)nc2c1ncn2Cc1ccc(C(F)(F)F)cc1	-12	17	3.1*	-0.9
O=C1CCC(CCNCc2cccc(F)c2)N1C1CCCCC1 (stereo not given)	11	1	0.0	0.1
COC(=O)c1sc(=S)n(-c2ccc(F)cc2F)c1N	16	11	0.1	-0.8
O=C(CC(=O)Nc1cccnc1Cl)Nc1ccc2nc3n(c(=O)c2c1)CCCCC3	-1	10	0.1	-0.9
O=C(COC(=O)c1ccccc1Nc1ccccc1)c1ccc(Br)cc1	-5	5	-0.2	-0.7
COC(=O)COc1ccc(S(=O)(=O)Nc2ccc(OC)c(OC)c2)cc1Cl	4	7	-0.1	-0.3
Cc1c(Cl)cccc1N1C(N)=C(C#N)C(c2ccc(Cl)cc2)C2=C1CC(C)(C)CC2=O (stereo not given)	1	-14	0.1	3.8
Cc1cc(NC(=O)CSc2nnc(CNC(=O)c3ccc(F)cc3)o2)no1	-5	24	-1.9	-0.1
O=C(COc1ccc(N2CC(C(=O)O)CC2=O)cc1)Nc1cccc(C(F)(F)F)c1 (stereo not given)	8	15	-0.1	-0.8

(listing goes on)
SMILES	TEAD-YAP block	MITF primary	FBW7 act	GPR151 ag
O=C1C(=O)N(CNc2ccc(Cl)cn2)c2ccccc21	-6	11	0.0	-0.7
COc1cccc(C2(O)CSC3=C(C#N)C(c4cccc(F)c4)CC(=O)N32)c1 (stereo not given)	48*	-23	-0.6	0.0
O=C(NC1CC1)c1cncc(-c2csc3ccccc23)c1	-4	16	0.1	1.7
O=[N+]([O-])c1ccc(N2CCCC2)cc1NCCCO	14	7	-0.2	-1.0
O=C(Cc1ccccc1)Nc1onc2c1CCCC2	-17	-16	-0.1	0.9
O=C(O)COc1ccc(S(=O)(=O)c2ccc(OCC(=O)O)cc2)cc1	-13	7	-0.1	2.3
CCCCN(C(=O)C1CCCC1)c1c(N)n(Cc2ccccc2)c(=O)[nH]c1=O	-3	13	0.0	0.7
C#CCOc1ccccc1C1C2=C(CCCC2=O)N(C)C2=C1C(=O)CCC2	2	14	0.2	0.2
CCc1ccc(NC(=O)CSc2nnc(CCNC(=O)c3cccs3)n2C)cc1	0	19	0.2	-1.8
CC(=O)N(C)c1ccc(NC(=O)NC2CCCCC2)cc1	-43	-4	-0.1	0.5
O=C(CSc1nc2[nH]ncc2c(=O)n1-c1ccc(Cl)cc1Cl)Nc1ccc2c(c1)OCCO2	30	-21	0.0	-0.4
CCCCNC(=O)CCNC(=O)c1cc(OC)c(OC)c(OC)c1	2	0	-0.1	-1.4
O=C(CC1(O)C(=O)N(Cc2ccccc2)c2ccccc21)c1ccc(Br)cc1 (stereo not given)	2	16	0.5	2.2
CCNc1nc(NCC)n2c(SCC(=O)Nc3cc(Cl)ccc3OC)nnc2n1	5	17	0.7	0.4
CCN(CC)c1ncnc2sc(C(=O)Nc3ccc(F)cc3F)c(C)c12	-1	-7	-0.1	-0.3
O=C(O)CCCC(=O)Nc1cc([N+](=O)[O-])ccc1F	-10	-9	0.0	-0.7
COc1cccc2c1OCC(c1nc3ccc(-c4cn[nH]c4)cc3c(=O)[nH]1)C2 (stereo not given)	-5	45	0.2	0.5
Cc1cccc(C(=O)Nc2c(C(=O)N3CCCCCC3)cnn2-c2ccccc2)c1	-3	0	0.2	0.3
O=C(COC(=O)Cn1cc(C(F)(F)F)ccc1=O)NC(=O)NC1CCCC1	7	-1	-0.1	-0.4
CC(C)c1cc(CN2CCC(CO)(Cc3ccccc3)CC2)[nH]n1	-3	-4	-0.1	0.0
Cc1cccc(NC(=O)c2c(O)c3cccc4c3n(c2=O)CCC4)n1	3	8	0.0	0.2
COc1ccc(/C=C/C(=O)N2c3ccccc3Sc3ccccc32)cc1OC	-20	-4	-0.2	2.9
CCCN(C(=O)Cc1c(C(=O)O)n(CC)c2ccccc12)c1ccccc1C	13	6	0.2	-0.4
O=C(Cn1c(=O)oc2cc(S(=O)(=O)N3CCCCC3)ccc21)NCc1ccccc1	16	4	0.5	1.0
Nc1cccc(CCc2ccccn2)c1	-33	12	0.1	-0.8
Next section
SMILES	TEAD-YAP block	MITF primary	FBW7 act	GPR151 ag
CS(=O)(=O)N1Cc2ccccc2CC1C(=O)OCC(=O)c1ccccc1F (stereo not given)	5	-8	-0.1	-1.7
CC(=O)Nc1nn(Cc2ccc(OC(F)F)cc2)c2ccc([N+](=O)[O-])cc12	-8	-16	-0.1	1.2
COc1cc(/C=C/c2ccc3cccc(O)c3n2)c(Br)cc1O	-16	7	-0.1	-4.2
CCOC(=O)C1=CN(Cc2ccc(Cl)cc2)C=C(C(=O)OCC)C1c1cc(OC)c(O)c(OC)c1	6	3	-0.1	1.0
CC(C)C(=O)N1CCCC(c2nnc(-c3ccccc3F)s2)C1 (stereo not given)	93*	8	0.0	-6.2
CCCCNC(=O)COC(=O)c1c2ccccc2cc2ccccc12	-21	-3	0.4	-1.7
CC(C)Cc1cn[nH]c1C1CCCN(Cc2ccco2)C1 (stereo not given)	8	18	0.3	0.0
COC(=O)CN1C(CN2CCOCC2)=Nc2ccc(Br)cc2C1c1ccccc1 (stereo not given)	0	12	0.0	1.3
COc1ccc(C(=O)Nc2nc3c(OC)cccc3s2)cc1OC	14	-1	0.5	-0.6
Cn1c(Cn2c(=O)sc3ccccc32)nnc1SCc1cccc2ccccc12	7	7	0.6	0.3
O=C(CCNC(=O)c1ccc2c(c1)OCO2)NCCC1=CCCCC1	-18	-16	0.1	-0.6
COc1ccc(CCNC(=O)c2cccc(Nc3ccc(N4CCOCC4)cc3)n2)cc1	59*	16	-0.1	4.1
Fc1cccc(NCc2cn3cccnc3n2)c1	-43	11	0.3	-2.0
N#C/C(=C/c1cccc2ccccc12)c1nc(-c2ccc(-c3ccccc3)cc2)cs1	5	-1	0.1	1.3
COc1ccc(CNC(=O)c2cc(F)c(F)cc2Cl)cc1OC	5	0	-0.3	-1.1
COc1ccc2cc3c(N)nn(C(=O)c4ccc([N+](=O)[O-])cc4Cl)c3nc2c1	18	-2	-0.2	-1.6
O=C(Nc1cc(Cl)ccc1C(=O)O)c1ccc2c(c1)C(=O)N(CC1CCCO1)C2=O (stereo not given)	7	-6	-0.2	2.1
Cc1cc(C)cc(NC(=O)C2C3C=CC4(O3)C2C(=O)N(CCN2CCCCC2)C4C(=O)NC2CCCC(C)C2C)c1 (stereo not given)	2	1	0.7	-0.7
O=C(Nc1ccc(F)cc1F)c1nn2c(C(F)(F)F)cc(-c3ccco3)nc2c1Cl	10	7	0.0	0.5
Nc1nc(Nc2ccccn2)cc(NC2CC2)n1	-1	-4	0.0	0.2
CCOC(=O)N1CCN(S(=O)(=O)c2ccc(C(=O)Nc3nc(-c4cccnc4)cs3)cc2)CC1	-6	4	0.1	-0.4
O=C(NC1CCCCC1)N1CCN2C(=O)[C@@H]3CCCN3C(=O)[C@H]2C1	8	82*	0.2	0.9
COc1cccc(CC(=O)NCCn2nc(-c3cccs3)ccc2=O)c1	-8	-9	-0.2	3.5
CCCCNC(=O)c1c(Cl)nc(C)c([N+](=O)[O-])c1C	-4	-6	0.2	1.4
CCOC(=O)c1cnc2c(Cl)c(Cl)ccc2c1NCc1ccco1	-8	-7	0.1	-0.6
(list continues)
SMILES	TEAD-YAP block	MITF primary	FBW7 act	GPR151 ag
Cc1ccc(CCC(=O)N2CCC(c3ncncc3-c3ccncc3)CC2)o1	-6	5	0.2	-0.4
C=CCOc1ccc(/C(O)=C2/C(=O)C(=O)N(CCCN3CCOCC3)C2c2ccc(F)cc2)cc1C (stereo not given)	-3	-14	0.0	1.7
O=C(NCCc1ccc(O)cc1)c1cc(N2CCN(c3ccccn3)CC2)nc2ccccc12	8	12	0.2	-2.1
COc1ccccc1NS(=O)(=O)c1cc(C(=O)O)ccc1F	9	-17	0.1	-2.0
CCC(Sc1nnc(C)c(=O)[nH]1)C(=O)Nc1cccc2ccccc12 (stereo not given)	2	0	0.0	2.5
CN1CCN(C(CNC(=O)c2ccc(Br)cc2)c2ccc3c(c2)CCN3C)CC1 (stereo not given)	0	-13	0.0	0.1
CCN(CC)c1nc(NCCc2ccc(OC)cc2)nc(Nc2cc(OC)c(OC)c(OC)c2)n1	-6	24	0.1	0.3
Cc1cc(=O)c(C(=O)NNC(=O)c2ccc(Cl)cc2)nn1-c1ccccc1[N+](=O)[O-]	-8	-3	-0.1	-0.9
O=C(c1cn2ccccc2n1)N1CCOc2ccc(C3=CCCCC3)cc2C1	10	8	0.1	1.2
COc1ccc(-c2cnc(N)c(N3CCC(C(=O)O)CC3)n2)c(OC)c1OC	-3	16	0.1	0.5
COC(=O)C1=C(NC(=O)C(C)(C)C)CCS1	6	13	0.0	-0.1
CCN(CC)S(=O)(=O)c1ccc2c(c1)c(=O)c(C(=O)NC1CCCCC1C)cn2C (stereo not given)	-34	12	-0.4	0.9
CC(=O)c1ccc2c(c1)C1C=CCC1C(c1ccc(C(=O)O)cc1)N2 (stereo not given)	-3	67*	-0.9	1.4
O=C(CSC1CC(=O)N(CCc2ccccc2)C1=O)Nc1ccc(Cl)cc1 (stereo not given)	3	-5	0.0	0.6
COc1ccc(N2CCN(C(=O)c3cccc(N4C(=O)C5CC=CC(C)C5C4=O)c3)CC2)cc1 (stereo not given)	5	30	0.6	-0.3
CC(=O)c1ccc(N2CCN(C(=O)C3CCCO3)CC2)cc1 (stereo not given)	7	1	-0.3	-1.2
CCCN1C(=O)/C(=C/c2ccc(OCC)c(OC)c2)NC1=S	-1	14	0.0	2.2
Cc1ccc(C(=O)C(OC(=O)CNS(=O)(=O)c2ccccc2)c2ccccc2)cc1 (stereo not given)	1	-11	-0.1	0.3
COc1ccc(C2CC(=O)C3=C(C2)NC(C)=C(C(=O)OCCOc2ccccc2)C3c2ccccc2OC)cc1 (stereo not given)	13	10	0.4	-0.2
CCOC(=O)c1ccc(NC(=O)CSc2nc3cc(OC)ccc3cc2C#N)cc1	1	7	0.1	0.1

Assay outcomes (PubChem)
